HTR5A inv ctr – inverse agonist of human HTR5A in OPRM1-OPRD1 counter-screen. 340,000 compounds, 0.083% hits. inhibition, % at 9.3 µM. P47898. HTR5A cell line, luminescence, inverse agonism; in the data active = inhibition mostly above about 23%, no sharp cut-off; inactive = mostly below about 18%;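 note: 0% = cells with DMSO and 100% = no-cell wells with DMSO; some compounds called inactive have numbers as strong as hits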
PvdQ acylase – blocks Pseudomonas aeruginosa PvdQ acylase activity; purified PvdQ acylase, fluorescence plate reader; inhibition, % at 10 µM; 340,000 compounds, 0.063% hits; in the data active = inhibition above about 30%, passing the limit was not always enough;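 note: 0% = vehicle neutral wells and 100% = reference inhibitor wells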
MITF TRPM1 HTS – MITF TRPM1 promoter activation in melanoma cells | SK-MEL-5 TRPM1-promoter luciferase, 24 h; % of positive control, neutral wells = 0 | activation, % at 12.5 µM | 300,000 compounds, 0.75% hits | AID 588334;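 active = mean activation of at least 80% with every replicate also reaching 80%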;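 note: 0% = neutral control wells and 100% = parthenolide positive control wells; values of inactives mirror those of a sister screen read the other way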
HTR5A ag – HTR5A agonism, opioid heterodimer counter-screen. P47898. HTR5A agonist assay, luminescence, cell-based. activation, % at 9.3 µM. 340,000 compounds, 0.61% hits. AID 504692; in the data active = activation mostly above about 9.5%, no sharp cut-off; inactive = mostly below about 7.6%;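 note: 0% = cells with vehicle only and 100% = reference agonist; strong numbers were not always called active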
CDK5 p35 inh – inhibitors of human CDK5/p35 kinase; Q00535+Q15078; AID 488839; Recombinant CDK5/p35, ADP-Glo luminescence, 60 min; 330,000 compounds, 0.01% hits; inhibition, % at 10 µM;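 active = highest replicate inhibition of at least 50% and at least 75% of replicates reaching 50%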;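 note: plate controls were DMSO neutral control for no effect and GW8510 at 10 µM for full effect; many of its hits are not listed in these tables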
V-ATPase pHluor – regulators of yeast V-ATPase proton transport. 350,000 compounds, 0.37% hits. S. cerevisiae, pHLuorin cytosolic pH fluorescence. response, % at 10 µM; in the data active = response mostly above about 7.3%, no sharp cut-off; inactive = mostly below about 5.4%; note: actives read high; inactives centre near 0; some compounds called inactive have numbers as strong as hits; reference of the scale not given here
Wnt act – Wnt/beta-catenin pathway activation. Wnt/beta-catenin reporter cell assay, activator, plate reader. activation, % at 9.35 µM. 300,000 compounds, 1.2% hits; in the data active = activation above about 30%, passing the limit was not always enough;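 note: 0% = neutral control wells and 100% = positive control wells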
dFosB act – activators of mouse delta FosB homodimer | 340,000 compounds, 0.99% hits | P13346 | activation, % at 25 µM | AID 493131 | purified delta FosB, TAMRA-CDK5 oligo fluorescence polarization; percent of positive-control signal above neutral wells;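 active = mean activation above about 17%, with every replicate also reaching it, limit read from the data, passing the limit was not always enough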;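 note: fluorescence polarization rise as delta FosB binds a TAMRA Cdk5 AP-1 oligo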
NSD2 HMT inh – NSD2 (human) methyltransferase inhibition | O96028 | 310,000 compounds, 0.54% hits | inhibition, % at 12.5 µM | AID 743445 | NSD2 peptide methylation, AlphaScreen, 120 min; in the data active = inhibition above about 50%
SR-BI HDL uptake – inhibitors of mouse SR-BI mediated HDL lipid uptake | ldlA[mSR-BI] CHO cells, DiI-HDL uptake fluorescence, 3 h | AID 488896 | 320,000 compounds, 0.96% hits | inhibition, % at 12.5 µM;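 active = mean replicate inhibition of at least 70% and a set share of replicates each scoring 70 or more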;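 note: 0% = median of neutral control wells and 100% = median of positive control wells; values of inactives mirror those of a sister screen read the other way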
An asterisk follows results filed as active; nt = no result given. This is a random part of the collection, and some 5% of all compounds hit somewhere here.

Preview:
SMILES	HTR5A inv ctr	PvdQ acylase	MITF TRPM1 HTS	HTR5A ag	CDK5 p35 inh	V-ATPase pHluor	Wnt act	dFosB act	NSD2 HMT inh	SR-BI HDL uptake
Cc1cccc(S(=O)(=O)NNC(=O)Cc2cccn2C)c1	-0.9	-13.6	-14.5	3.5	-3.9	0.1	-1.3	-10.4	-2.4	-21.7
O=C(CN1C(=O)NC2(CCCC2)C1=O)NCCc1ccc(F)cc1	12.2	5.3	1.3	-3.1	-0.4	11.0*	-7.0	0.2	-0.1	-6.8
Cc1cc(-c2nnc(SCC(=O)Nc3ccc(F)cc3)n2N)n[nH]1	-8.5	-15.2	0.1	-1.8	2.3	4.2	-1.0	8.5	0.7	-0.7

The listing, previewed entries included:
SMILES	HTR5A inv ctr	PvdQ acylase	MITF TRPM1 HTS	HTR5A ag	CDK5 p35 inh	V-ATPase pHluor	Wnt act	dFosB act	NSD2 HMT inh	SR-BI HDL uptake
Cc1cccc(S(=O)(=O)NNC(=O)Cc2cccn2C)c1	-0.9	-13.6	-14.5	3.5	-3.9	0.1	-1.3	-10.4	-2.4	-21.7
O=C(CN1C(=O)NC2(CCCC2)C1=O)NCCc1ccc(F)cc1	12.2	5.3	1.3	-3.1	-0.4	11.0*	-7.0	0.2	-0.1	-6.8
Cc1cc(-c2nnc(SCC(=O)Nc3ccc(F)cc3)n2N)n[nH]1	-8.5	-15.2	0.1	-1.8	2.3	4.2	-1.0	8.5	0.7	-0.7
C/C(=N\Nc1ccc(F)cc1)c1ccncc1	-1.1	-8.8	3.0	3.8	5.9	-1.6	24.3	2.8	-1.6	-29.5
CC(C)C(=O)NNC(=O)c1csc(-c2cccs2)n1	-19.5	7.8	5.0	-3.2	0.7	-3.8	4.2	-1.8	-3.5	-8.9
CC(c1ccccc1)N1C(=O)OC(C)(C)C1(C)O (centres undefined)	-4.0	6.6	0.1	1.6	1.0	-0.4	1.2	0.2	-0.3	-16.6
Cc1cc(Cn2ccnc2)c(C)c([N+](=O)[O-])c1Cn1ccnc1	-1.1	-9.1	-4.4	0.3	-0.7	-2.6	-0.8	0.1	1.0	-6.8
CCCN(CCC)CCCNC(=S)Nc1ccc2nc(N3CCCC3)cc(C)c2c1	5.9	-4.5	-45.8	-0.2	1.0	0.1	-2.9	36.2*	32.8	0.6
O=C1NCCN(C(=O)CCc2nnc(-c3ccsc3)o2)C1c1ccc(F)cc1 (centres undefined)	6.1	2.5	5.7	-2.5	1.4	0.9	-1.9	-5.8	-3.2	-19.7
CCn1cc(NC(=O)Nc2ccc(OC)c(OC)c2)c(C(N)=O)n1	-29.2	-15.5	10.1	10.9	0.0	-1.8	nt	-7.3	-2.4	-39.1
Cc1cccc(N(C(=O)CCC(=O)Nc2cc(C)on2)C(C(=O)NC2CCCC2)c2ccccc2)c1 (centres undefined)	1.2	-9.2	0.1	1.1	0.4	-0.9	-3.9	-13.1	-5.1	-0.1
CCOc1ccc(NC(=O)Cc2ccc(S(=O)(=O)N3CCOCC3)s2)cc1OCC	6.1	0.5	1.8	-1.8	-0.6	-0.8	-2.6	-11.9	2.2	4.7
Cc1nn(CC(=O)NCc2ccccn2)c(C)c1[N+](=O)[O-]	5.2	-3.6	6.8	-1.8	-2.9	-2.7	-1.9	-4.6	-3.6	-19.2
CC(=O)C1=C(O)C(=O)N(c2cccc(C(=O)O)c2)C1c1ccc(F)cc1 (centres undefined)	24.4	-2.7	13.4	2.9	0.7	1.4	-1.5	-4.2	0.0	-2.2
Cc1c(C(=O)OCC(=O)N(C)Cc2ccc(Cl)cc2)oc2ccccc12	-4.5	8.0	15.5	1.8	1.2	-3.2	1.2	-3.9	2.6	-3.0
CC(C)N1CCN(Cc2ccc(C#CC(C)(C)O)cc2)CC1CCO (centres undefined)	6.1	4.8	-11.2	-2.4	2.4	-2.8	0.0	2.2	6.3	-5.8
Cc1cc(C)n(CCCNC(=O)c2cc(COc3ccc(C)c(C)c3)on2)n1	28.3	-6.3	6.0	0.4	-3.6	-0.6	-1.0	-12.0	-1.3	5.6
COC(=O)c1c(NC(=O)CC2SC(N)=NC2=O)sc2c1CCC(C(C)(C)C)C2 (centres undefined)	-9.7	4.9	10.9	1.4	1.2	-3.8	-3.6	5.5	8.9	-26.7
O=C(CSc1nc2ccccc2[nH]1)c1c[nH]c2ccccc12	2.0	9.0	25.4	-0.7	0.8	-4.0	19.8	-4.5	6.5	8.3
CC(=O)Nc1ccc(NC(=S)NC(=O)/C=C/c2ccco2)cc1	15.9	-10.7	nt	3.8	1.1	6.1	2.8	-14.2	34.6	9.5
COc1ccc(CCNC(=O)C(=O)NCC2CCCN2S(=O)(=O)c2ccc(OC)cc2)cc1 (centres undefined)	-21.7	-15.8	-5.3	8.9	0.8	0.6	-3.3	-5.7	-1.2	10.3
Cc1cc(NC(=O)CSc2nc3cc(Cl)ccc3c(=O)n2Cc2ccco2)no1	14.4	3.2	-16.0	-5.2	-0.3	-3.8	-4.7	41.2*	-0.5	8.0
COC(=O)c1sccc1NC(=O)Cc1ccc(OC)c(OC)c1	17.9	2.9	-2.2	2.3	0.8	-1.3	nt	5.3	-1.6	-15.7
Nc1c(N(CCO)C(=O)C2CCCCC2)c(=O)[nH]c(=O)n1Cc1ccccc1	-0.6	-15.3	1.8	0.2	0.6	-4.3	0.3	-1.8	3.5	30.2
O=C(NCc1ccc2c(c1)OCO2)Nc1ccc(Cl)cc1	6.1	-2.3	25.5	-0.8	-0.5	-4.0	5.6	1.8	0.4	-4.0
COc1ccc2c3c([nH]c2c1)C1CC2C(CC(O)C(OC)C2C(=O)O)CN1CC3 (centres undefined)	2.4	-15.8	-6.0	-0.4	0.2	1.5	-0.9	-7.5	nt	5.7
CN1C(=O)C(O)(CC(=O)/C=C/c2ccco2)c2ccccc21 (centres undefined)	-25.7	4.7	3.5	9.6*	-1.3	0.5	-0.1	-0.3	0.9	-16.3
CC(=O)c1c(C)oc2ccc(N(C(=O)C3CCCCC3)S(=O)(=O)c3cc([N+](=O)[O-])ccc3C)cc12	12.1	-11.4	-12.8	0.7	-2.1	2.2	-1.4	-10.4	-3.9	-36.3
CC1=NN(C(=O)COc2ccccc2C)C(O)(c2ccc(Cl)cc2)C1 (centres undefined)	17.9	-11.6	10.1	2.0	0.3	0.5	-0.1	-3.8	-0.6	-1.4
O=c1cc(C2CCCCC2)[nH]c(=O)[nH]1	-5.4	-12.3	13.5	1.4	-3.7	0.7	-0.6	-1.8	-3.5	-19.8
CCOc1c(Br)cc(C2NS(=O)(=O)N=C3CCCCCN32)cc1OC (centres undefined)	-14.7	-12.2	-8.3	0.4	-1.2	0.4	-4.1	-0.1	6.1	-2.7
COc1cccc(NC(=S)N2CCC(Cc3ccccc3)CC2)c1	5.4	-9.3	3.1	-1.5	-0.9	-0.4	-2.3	-3.6	16.9	9.2
O=C(NCCNc1ccc([N+](=O)[O-])cc1)c1ccccc1F	11.7	-8.7	-10.4	-3.1	0.7	-0.4	16.6	-2.2	1.6	18.4
COc1ccc(-c2cc(C(F)(F)F)c3c(n2)sc2c(O)cc(=O)[nH]c23)c(OC)c1	7.8	-3.8	-5.7	-0.5	0.1	1.7	0.2	-14.3	-6.1	20.4
CCn1c(CNC(=O)c2ccc(F)cc2)cc2ccccc21	10.5	-13.9	40.2	-2.8	0.9	-1.1	1.0	-0.7	0.5	nt
Cc1csc(SC(C)c2nc3scc(-c4ccccc4)c3c(=O)[nH]2)n1 (centres undefined)	-12.3	-6.1	4.4	-4.2	-1.0	-2.0	4.8	-8.4	5.5	nt
COc1cc2cc(C#N)c(SCC(=O)N3CCOCC3)nc2cc1OC	-3.9	-11.8	nt	-0.3	0.5	1.7	18.3	-25.0	-0.4	13.5
COc1ccc(NS(=O)(=O)c2cccc(C(=O)N3CCCC(C)C3)c2)cc1 (centres undefined)	-29.9	-1.9	-3.1	12.2	0.9	2.7	-2.4	-1.6	0.4	-8.5
Clc1ccc(-c2csc(N3CCOCC3)n2)cc1	-25.5	-8.3	75.6	-3.7	0.3	-1.9	13.7	-4.3	-0.3	7.2
CC1SC(c2ccc(Cl)cc2Cl)NC1=O (centres undefined)	9.7	2.3	-13.2	1.8	1.4	5.4	nt	-3.1	-1.3	-11.4
CC(=O)c1cc(C#N)c(SCC(=O)O)nc1C	10.4	-26.4	9.7	4.0	-2.7	4.5	nt	3.8	-0.4	-12.3
C=CCn1nnnc1SCC(=O)Nc1ccccc1C(=O)OC	-5.7	2.7	-12.4	4.8	-0.5	-4.7	nt	3.9	0.4	29.9
COc1ccc(N(CC(=O)Nc2ccc3c(c2)OCO3)S(=O)(=O)c2ccccc2)cc1OC	-1.5	-13.2	-3.7	-0.9	-0.2	-5.5	2.3	-8.1	-0.3	nt
Cc1c(C(=O)N(Cc2ccccc2Cl)C2CCS(=O)(=O)C2)oc2ccccc12 (centres undefined)	5.5	-9.2	1.3	-1.8	-0.9	-2.8	2.4	-10.0	nt	13.1
O=C(CSc1nnc2ccc(-c3ccccn3)nn12)Nc1ccc(F)cc1F	4.8	-6.9	7.6	4.2	-1.0	-3.9	-0.7	-11.5	-0.3	-5.1
O=c1c2cc3c(=O)n(-c4ccccc4O)c(=O)c3cc2c(=O)n1-c1ccccc1O	-2.6	-28.1	11.7	1.1	1.3	1.0	nt	1.1	5.5	10.3
CC1=NNC(=O)C1CC(=O)N/N=C(/C)c1cccc([N+](=O)[O-])c1 (centres undefined)	6.5	0.8	-3.2	-2.4	-0.6	-0.1	-1.9	-1.9	nt	-8.9
COc1cc(Cl)ccc1OCc1cc(C(=O)N(C)CCc2cnn(C)c2)no1	1.0	-20.4	74.4	1.7	-1.6	2.9	26.3	2.7	-1.1	17.2
NS(=O)(=O)c1ccc(CCNC(=O)CNC(=O)c2ccc(Br)o2)cc1	4.8	-10.1	-2.1	-1.3	1.3	1.7	nt	7.1	nt	-1.4
COc1ccc(Nc2nc(C)c3ccccc3n2)cc1	-2.0	-7.9	60.2	0.5	2.5	0.8	nt	0.2	-3.4	-4.2
Cc1cc(C)cc(NC(=O)N2CCC(NC(=O)c3ccco3)CC2)c1	1.8	6.6	-9.9	-0.7	2.7	-0.5	0.9	-4.0	-2.0	nt
O=C(Cc1ccc([N+](=O)[O-])cc1)N/N=C/c1cccnc1	-1.8	10.9	nt	1.1	5.5	-5.0	3.0	-0.4	-0.2	-4.8
Cc1cc2c(N=NC(=O)CCc3ccccc3)c(O)[nH]c2cc1Br	7.8	10.5	4.0	-2.5	2.3	-0.9	1.3	-12.8	1.2	-4.7
CSc1nc(C)c(C(=O)C[n+]2ccccc2)cc1C#N	-4.5	6.0	6.6	1.6	-0.6	-1.6	-0.6	-3.1	-0.2	-3.7
COC(=O)C(NC(=O)c1ccccc1C)(Nc1ncc(S(=O)(=O)c2ccc([N+](=O)[O-])cc2)s1)C(F)(F)F (centres undefined)	-29.2	-16.3	nt	-5.9	2.4	1.6	-9.4	-2.0	13.0	40.5
O=C(Cc1ccc(NC(=O)C2CCCN(C(=O)C3CCCC3)C2)cc1)Nc1cccc(C(=O)N2CCCC2)c1 (centres undefined)	4.2	-18.3	-14.3	-1.2	-0.6	2.7	0.4	-5.8	nt	75.2*

Screens (PubChem BioAssay)
